p97 ATPase inh – human p97 ATPase inhibition. P55072. recombinant p97 ATPase, Kinase-Glo ATP luminescence, 3 h. inhibition, % at 8 µM. actives 0.42% (n = 220,000). AID 1481; in the data active = inhibition above about 15%;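 also: 0% = DMSO vehicle and 100% = wells lacking enzyme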
Wee1 stabilizer – inhibitors of human Wee1 degradation | HeLa Luc-Wee1K328M stability, luciferase luminescence; 100% = proteasome inhibitor MG132 effect | AID 1321 | reporter increase, % at 5 µM | P30291 | actives 1.2% (n = 220,000);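 active = activation above the mean of all tested compounds plus 3 SD, set per screening run, cut at about 8.8% in these data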;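 also: cells exposed to compound for 20 h before luminescence read; 0% = DMSO alone and 100% = MG132 at 30 µM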
Furin inhibitor – human furin inhibition; P09958; purified furin, fluorogenic substrate cleavage; inhibition, % at 30 µM; actives 0.061% (n = 220,000); in the data active = inhibition above about 25%; also: inactives centre near -15
thrombin 1536 – blocks human thrombin protease activity | alpha-thrombin, Boc-VPR-AMC fluorogenic substrate cleavage | inhibition, % at 5 µM | P00734 | actives 0.26% (n = 220,000);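 active = inhibition at or above 40%; inactive = inhibition below 40%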;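 also: 0% = enzyme with no compound and 100% = wells without enzyme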
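signal = AMC fluorescence, 355/460 nm | material = human alpha-thrombin enzyme | control set = enzyme without compound as high, wells lacking enzyme as low | times = reaction at room temperature | read-out basis = percent inhibition scaled between no-compound controls and no-enzyme blanks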
PERK inh – blocks human PERK kinase; Q9NZJ5; CHO PERK-DD fusion, SEAP luminescence translation reporter; inhibition, % at 5.6 µM; actives 0.17% (n = 220,000);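 active = inhibition above the mean inhibition of all tested compounds plus 3 SD, set separately per screening campaign, cut at about 2.9% in these data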;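 also: PERK kinase domain activated by AP20187 dimerizer at 100 nM; 0% = DMSO with dimerizer and 100% = rapamycin at 8.4 µM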
FXIIa inh 1536 – factor XIIa (human) inhibition | actives 0.3% (n = 220,000) | P00748 | purified FXIIa, Boc-QGR-AMC fluorogenic substrate, 2 h | inhibition, % at 5 µM; in the data active = inhibition above about 40%;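 also: 0% = enzyme with no compound and 100% = blank without enzyme; many of its hits are not listed in these tables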
KLK5 inh – inhibitors of human kallikrein 5; AID 873; Q9Y337; actives 0.59% (n = 210,000); inhibition, % at 5 µM; recombinant hK5, fluorogenic AMC substrate cleavage;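 active = inhibition of 40% or more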;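 also: 0% = enzyme controls without compound and 100% = no-enzyme blanks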
Target sequence (Q9Y337 67-293 limits assumed): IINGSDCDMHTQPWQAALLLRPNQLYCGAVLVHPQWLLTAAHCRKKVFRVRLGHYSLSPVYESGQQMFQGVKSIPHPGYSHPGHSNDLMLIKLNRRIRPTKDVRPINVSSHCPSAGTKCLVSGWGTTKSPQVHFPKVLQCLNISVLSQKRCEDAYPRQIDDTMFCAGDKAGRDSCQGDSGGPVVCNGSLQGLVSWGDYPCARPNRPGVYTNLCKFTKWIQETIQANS
Cl transport mod – KCC2 (human) Cl- transport modulation. Q9H2X9. actives 2.2% (n = 190,000). KCC2 cells, thallium flux FluoZin-2 fluorescence. B-score of Tl+ flux slope (higher = more flux/activation; lower = inhibition) at 10 µM. AID 1456;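 active = thallium flux slope and its plate-corrected score both differing from the plate sample mean at a set confidence after two filtering rounds, in either direction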;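 also: slope of fluorescence scaled to starting intensity during 10 to 20 s after thallium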
FXIa inh – factor XIa (human) inhibition; P03951; purified FXIa, Boc-Glu-Ala-Arg-AMC fluorogenic substrate; actives 0.14% (n = 220,000); inhibition, % at 5 µM;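 active = inhibition of at least 40%; inactive = inhibition below 40%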;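 also: fluorescence of freed AMC excited at 355 nm; 0% = enzyme without compound and 100% = no enzyme blank; many of its hits are not listed in these tables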
Numbers without * were called inactive; nt = no result given; [ ] = dose if it differs, or a comment.

no.	p97 ATPase inh	Wee1 stabilizer	Furin inhibitor	thrombin 1536	PERK inh	FXIIa inh 1536	KLK5 inh	Cl transport mod	FXIa inh	compound
1	-4	0	-12[20 µM]	-6	0.8	6	-4	0.28	-5	Cc1ccc(NC(=O)c2ccccc2F)nc1
2	6	-1	-22	-7	-1.1	22	-23	-0.8	21	COc1ccccc1CNC(=O)CN1CCC(n2cnc3cc(F)ccc32)CC1
3	1	0	-20	-2	0.4	-2	-17	0.081	-4	N#CCCN(C(=O)COC(=O)c1ccc2c(=O)n3c(nc2c1)CCC3)c1ccc(F)cc1
4	-2	3	-12[20 µM]	25	0.7	18	26	0.2	12	Nc1ccc(C(=O)Nc2ccco2)cc1
5	5	-3	-22	3	-0.3	6	6	-0.91	4	CC1CN(S(=O)(=O)c2ccc(C(=O)O)cc2)CC(C)O1 (stereo unspecified)
6	4	4	-23	-1	0.1	14	-19	0.21	9	CCC(=O)NC(=S)Nc1ccc(NC(=O)c2ccc(OC)cc2)cc1
7	3	1	-16[20 µM]	3	-0.2	9	9	0.85	11	COc1cccc(CNC(=O)CCS(=O)(=O)c2cccs2)c1
8	1	-1	-2	-4	1.2	12	3	0.86	-4	CCn1c(C)nc2cc(S(N)(=O)=O)ccc21
9	6	1	-23	-10	1.9	22	4	1	19	Cc1cccc(C)c1NC(=O)C1c2ccccc2Oc2ccccc21
10	0	-2	-8	10	0.8	15	16	0.16	11	COc1cccc(NC(=S)NNC(=O)CCn2cc([N+](=O)[O-])cn2)c1
11	9	0	-16	-3	1.4	11	3	-1.6	7	C/C(=N\NC(=O)c1ccccc1)c1cc2cc([N+](=O)[O-])ccc2oc1=O
12	8	1	-7	-5	2.2	-3	4	0.94	-13	COc1ccc2ccc(Oc3ncccn3)cc2c1
13	0	0	-15	-13	-1.6	4	-3	-1.7	-2	COc1ccc(OC)c2c1sc(=NC(=O)C1CC1)n2C
14	-1	-2	-11	-3	0.8	1	-15	-0.24	7	CCc1c(C)sc(NC(=O)C2CC2)c1C(=O)OC(C)C
15	1	-1	-21	-1	1.8	4	-16	0.4	-5	Cc1cccc(NC(=O)CSc2nnc(C)c(=O)n2N)c1
16	-4	2	-15[20 µM]	-6	0.7	4	-21	-1.3	2	O=C(Nc1nc2ccc(Cl)cc2s1)c1ccco1
17	0	2	-5[20 µM]	-9	0.9	-2	-13	0.083	-5	COc1ccc(CCNC(=O)COC(=O)c2ccc(Br)o2)cc1OC
18	-4	2	-13[20 µM]	1	-0.6	6	16	nt	-1	O=C(O)C1CCC(=O)N(C2CCCCC2)C1c1ccccc1 (stereo unspecified)
19	7	0	-17	-5	1.7	1	1	0.037	-2	CCOC(=O)C1=NNC2(CC(=O)N(c3cc(C)cc(C)c3)C2=O)C1 (stereo unspecified)
20	-6	0	-24	3	0.5	3	-16	-0.84	0	CCc1ccc(OCC(O)CN2CCN(c3ccccc3)CC2)cc1 (stereo unspecified)

15 compounds from above, sorted by molar mass, ascending:
no.	p97 ATPase inh	Wee1 stabilizer	Furin inhibitor	thrombin 1536	PERK inh	FXIIa inh 1536	KLK5 inh	Cl transport mod	FXIa inh	compound
1	-4	0	-12[20 µM]	-6	0.8	6	-4	0.28	-5	Cc1ccc(NC(=O)c2ccccc2F)nc1
8	1	-1	-2	-4	1.2	12	3	0.86	-4	CCn1c(C)nc2cc(S(N)(=O)=O)ccc21
12	8	1	-7	-5	2.2	-3	4	0.94	-13	COc1ccc2ccc(Oc3ncccn3)cc2c1
13	0	0	-15	-13	-1.6	4	-3	-1.7	-2	COc1ccc(OC)c2c1sc(=NC(=O)C1CC1)n2C
14	-1	-2	-11	-3	0.8	1	-15	-0.24	7	CCc1c(C)sc(NC(=O)C2CC2)c1C(=O)OC(C)C
18	-4	2	-13[20 µM]	1	-0.6	6	16	nt	-1	O=C(O)C1CCC(=O)N(C2CCCCC2)C1c1ccccc1 (stereo unspecified)
15	1	-1	-21	-1	1.8	4	-16	0.4	-5	Cc1cccc(NC(=O)CSc2nnc(C)c(=O)n2N)c1
9	6	1	-23	-10	1.9	22	4	1	19	Cc1cccc(C)c1NC(=O)C1c2ccccc2Oc2ccccc21
20	-6	0	-24	3	0.5	3	-16	-0.84	0	CCc1ccc(OCC(O)CN2CCN(c3ccccc3)CC2)cc1 (stereo unspecified)
11	9	0	-16	-3	1.4	11	3	-1.6	7	C/C(=N\NC(=O)c1ccccc1)c1cc2cc([N+](=O)[O-])ccc2oc1=O
6	4	4	-23	-1	0.1	14	-19	0.21	9	CCC(=O)NC(=S)Nc1ccc(NC(=O)c2ccc(OC)cc2)cc1
10	0	-2	-8	10	0.8	15	16	0.16	11	COc1cccc(NC(=S)NNC(=O)CCn2cc([N+](=O)[O-])cn2)c1
2	6	-1	-22	-7	-1.1	22	-23	-0.8	21	COc1ccccc1CNC(=O)CN1CCC(n2cnc3cc(F)ccc32)CC1
17	0	2	-5[20 µM]	-9	0.9	-2	-13	0.083	-5	COc1ccc(CCNC(=O)COC(=O)c2ccc(Br)o2)cc1OC
3	1	0	-20	-2	0.4	-2	-17	0.081	-4	N#CCCN(C(=O)COC(=O)c1ccc2c(=O)n3c(nc2c1)CCC3)c1ccc(F)cc1

Carrying on.
no.	p97 ATPase inh	Wee1 stabilizer	Furin inhibitor	thrombin 1536	PERK inh	FXIIa inh 1536	KLK5 inh	Cl transport mod	FXIa inh	compound
21	1	-1	-4[20 µM]	10	0.6	20	13	nt	9	Cc1cc(N/C=C2\CCCCC2=O)no1
22	10	1	-22	-8	0.1	2	-5	0.5	-1	CN(C)c1cccc(NC(=O)c2ccco2)c1
23	5	2	-2	1	-0.5	10	6	0.15	6	CN(C)/C=C/c1[nH]c(=O)[nH]c(=O)c1[N+](=O)[O-]
24	2	-2	-6	-8	0.8	-1	-8	0.07	-2	COc1ccc(N2CC(NC(=O)NC(C)(C)C)CC2=O)cc1 (stereo unspecified)
25	-1	2	-26	-3	0.9	3	2	-0.1	-3	CCOc1ccc(NC(=O)c2ccc(S(=O)(=O)N(C)C)cc2)cc1
26	-7	0	-9[20 µM]	-5	-1.2	4	-8	-0.86	-5	CCc1ccccc1NC(=O)CSc1nnc([C@H](CCSC)NC(=O)OC(C)(C)C)o1
27	0	5	3	4	0.8	0	-7	-1.3	2	Cc1cc(C)n2cc(CSc3ccc(Br)cc3)nc2n1
28	1	7	-23	0	0.2	16	13	0.021	9	CC(C)CC(c1nnnn1CC1CCCO1)N1CCN(c2cccc(Cl)c2)CC1 (stereo unspecified)
29	3	-1	-17	1	0.7	14	4	0.3	3	Cc1ccc(NS(=O)(=O)c2ccc(CCC(=O)O)cc2)cc1
30	-3	3	-3	1	-0.2	nt	13	0.22	4	CCOc1ccccc1CNCc1ccc(F)cc1
31	-4	0	-13	-9	-0.5	0	-7	-0.0082	3	Cn1ccnc1C(=O)C1CCCN(Cc2cn[nH]c2-c2ccc(-c3ccccc3)cc2)C1 (stereo unspecified)

From PubChem BioAssay
